Assay outcomes: PubChem BioAssay, National Center for Advancing Translational Sciences (NCATS)
PLK1 PBD inh = inhibitors of human PLK1 polo-box domain binding. P53350. Plk1 PBD binding of FITC phosphopeptide, fluorescence polarization. Potency, µM, without a hit: max response, negative = inhibition, hits mostly inhibitors. actives 2.8% (n = 360,000). AID 720504; also: potency is read from the fitted curve at half-maximal effect; series mostly up to about 57 µM; % is scaled to controls: 0 for no effect and ±100 for the full control effect; nearly all actives have a fitted effect of over 65% in size
MmCpn inh = inhibitors of Methanococcus maripaludis chaperonin (MmCpn) | purified Mm-Cpn ATPase, ADP Transcreener TR-FRET | Potency, µM (doses to about 76.9 µM), for inactives: at the top dose activity, negative = inhibition, actives largely listed as inhibitors | actives 0.031% (n = 330,000) | AID 504842; also: potency is read from the fitted curve at half-maximal effect; % is scaled to controls: 0 for no effect and ±100 for the full control effect; nearly all actives have a fitted effect of over 80% in size
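Compound-treated chaperonin, 25 nM final, turns over 10 uM ATP at 37°C for 30 min following a 10 min preincubation; ADP generated competes with ADP-d2 for Eu-cryptate antibody, lowering FRET.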
EPAC1 ag = agonists of human EPAC1; O95398; EPAC1 agonist qHTS, biochemical assay; response scale: 100% = response to 6.5 mM cAMP; Potency, µM (doses to about 154 µM), for the others: top-dose activation, most hits filed as activators; actives 0.073% (n = 360,000); also: potency is read from the fitted curve at half-maximal effect; nearly all actives have a fitted effect of over 60% in size
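Nucleotide exchange assay: 100 nM EPAC1 with 250 nM Rap1B loaded with BODIPY-GDP and 50 uM GDP, room temperature. Fluorescence (480/540 nm) read every 5 min for 30 min; signal change normalized to 6.5 mM cAMP as full agonist.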
EPAC1 antagonist = blocks human EPAC1 exchange factor | O95398 | EPAC1 GEF assay, Rap1b-BODIPY-GDP exchange fluorescence | Potency, µM (series often up to 115 µM), inactives show at the top dose activity change, negative = inhibition, most hits filed as inhibitors | actives 0.14% (n = 360,000);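 also: potency is read from the fitted curve at half-maximal effect; plate controls were vehicle for no effect and positive control for full effect; nearly all actives have a fitted effect of over 50% in size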
WRN helicase inh = inhibitors of human WRN helicase | Q14191 | WRN helicase unwinding, fluorescent forked duplex, kinetic | Potency, µM (doses to about 114 µM), for the others: top-dose activity change, negative = inhibition, actives largely listed as inhibitors | actives 0.46% (n = 360,000); also: potency is read from the fitted curve at half-maximal effect; % is scaled to controls: 0 for no effect and ±100 for the full control effect; nearly all actives have a fitted effect of over 55% in size
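Primary qHTS, 1536-well format. 20 nM WRN + compound, 15 min RT; start with 100 nM forked fluorophore/quencher duplex, 2 mM ATP (final); kinetic read ex 525/em 598 nm.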
CCT modulator = modulators of cytosolic chaperonin (CCT/TRiC) activity; purified chaperonin ATPase assay, HTRF ADP detection, 30 min; activity change, % (no concentration beside the values), hits read low; actives 0.3% (n = 360,000); AID 651819; in the data active = activity change below about -30%; also: % is scaled to controls: 0 for no effect and ±100 for the full control effect
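First, chaperonin was dispensed at 40 nM or 20 nM final depending on batch activity. Next, compounds were pinned at 76 uM and ATP added at 10 uM. After 30 min at 37 °C, ADP detection reagents ran 30 min at ambient temperature.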
PI5P4K alpha inh = blocks human PI5P4K alpha kinase activity; actives 1.2% (n = 330,000); PI5P4Kalpha enzyme, ADP-Glo luminescence, 60 min; active compounds read low; P48426; AID 652105; max response, %; active = max response of -50% or lower; inconclusive = between -30% and -50%; inactive = -30% or higher; also: value at the top dose of about 77 µM; % is scaled to controls: 0 for no effect and ±100 for the full control effect
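Quantitative HTS of the MLSMR library against PI5P4Kalpha with substrate. ATP added last at 5 microM final; room temperature, 60 minutes. Remaining ATP depleted, ADP converted and read as luminescence.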
EPAC2 antagonist = EPAC2 (human) antagonism; EPAC2 GEF exchange of Rap1B-BODIPY-GDP, fluorescence; Potency, µM (highest dose often 114 µM), without a hit: at the top dose activity, negative = inhibition, usual class: inhibitors; actives 0.18% (n = 360,000); AID 720708; also: potency is read from the fitted curve at half-maximal effect; % is scaled to controls: 0 for no effect and ±100 for the full control effect; nearly all actives have a fitted effect of over 45% in size; many of its hits are not listed in these tables
* marks the source's active call; other numbers are inactive results; ? = inconclusive; / = no result given; [ ] = remark or other dose. Unless noted, calls follow the shape of the dose curve; as a rule, active = well fitted curve in the direction sought with a large enough effect; inconclusive = small, poorly fitted or top-dose-only effect, or another doubt; inactive = no such curve, though single readings can be large; an effect the other way counts as inactive or inconclusive.

No.	smiles	EPAC2 antagonist	PLK1 PBD inh	PI5P4K alpha inh	EPAC1 ag
1	O=[N+]([O-])c1cccnc1S(=O)(=O)c1ccccc1	0%	-23%	8	-1%
2	Cc1nc(NC(=O)c2ccc(OCC(C)C)cc2)sc1Cc1ccc2c(c1)OCO2	6%	-2%	11	-11%
3	O=C(Cc1ccc(Nc2nc3ccc(Br)cc3[nH]2)cc1)NCCc1cccs1	-1%	2%	-4	-33%[inhibitor]
4	CCOc1ccc(S(=O)(=O)N(CC(=O)O)c2ccccc2)cc1	7%	4%	/	3%
5	Cn1cc(Cl)c(C(=O)NC(=S)Nc2sc3c(c2C#N)CCCCC3)n1	-7%	12µM*	?	5%
6	CN(C(=O)C1CCN(S(=O)(=O)c2cccc3nonc23)CC1)C1CCCCC1	10%	-14%	0	3%
7	COC/C=C/C1=CC2=CC(=O)C(C)(OC(=O)c3cnc4ccccc4n3)C(=O)C2=CN1CC1CC1 (stereo not given)	1%	-14%	-6	-9%
8	Cc1ccc(C)c(-n2nnnc2SCC(=O)NNC(=O)c2ccco2)c1	-4%	-11%	0	1%
9	CN(C)S(=O)(=O)c1cc(S(=O)(=O)N(C)C)c(Cl)cc1N	0%	-1%	/	5%
10	O=C(CCc1nc2ccccc2s1)NC1CCOC1=O (stereo not given)	2%	24µM*	?	21%

No.	WRN helicase inh	EPAC1 antagonist	MmCpn inh	CCT modulator
1	-29%	4%	3%	-0.2
2	2%	3%	-2%	-3.8
3	-15%	?	0%	-2.5
4	2%	14%	0%	-1.2
5	?	14%	?	-3.7
6	4%	-13%	1%	-1.7
7	-24%	-19%	/	0.0
8	-3%	-8%	0%	-0.5
9	-12%	-4%	1%	2.2
10	-7%	0%	0%	-1.3

Following part:
No.	smiles	EPAC2 antagonist	PLK1 PBD inh	PI5P4K alpha inh	EPAC1 ag
11	COc1ccccc1NC(=O)N1CCC(C(=O)c2ccc(Cl)cc2)CC1	-8%	-1%	0	4%
12	O=C1CCN(Cc2ccccc2)S(=O)(=O)c2ccccc21	19%	-14%	-1	-13%
13	CCNC(=S)NCC	4%	3%	-1	-2%
14	CCn1c(COc2ccccc2)nnc1SCC(=O)NC1CC1	-3%	-8%	9	4%
15	COCc1ccc(CN2CCCC(C(=O)Nc3ccc(-c4cscn4)cc3)C2)o1 (stereo not given)	-3%	0%	19	9%
16	Clc1ccc(-c2noc(CCCOc3ccccc3)n2)cc1	-4%	2%	/	9%
17	COc1ccc(Br)cc1/C=N/NC(=O)CNC(=O)C1COc2ccccc2O1 (stereo not given)	-12%	7%	1	5%
18	O=C(COC(=O)CNC(=O)c1ccccc1F)Nc1cccc(S(=O)(=O)N2CCCCCC2)c1	-11%	-7%	2	10%
19	COC(=O)CN1C(c2ccccc2)=Nc2ccc(Cl)cc2C1c1ccccc1 (stereo not given)	-15%	-4%	-1	4%
20	O=C(NCC(=O)N1CCCCCCC1)c1ccc(Cl)cc1	11%	-2%	6	-4%

No.	WRN helicase inh	EPAC1 antagonist	MmCpn inh	CCT modulator
11	-5%[57.1 µM]	-22%	-2%	0.1
12	1%	5%	1%	-4.6
13	3%	9%	/	-1.3
14	-4%	2%	2%	1.7
15	-5%	-22%	-1%	1.1
16	-7%	13%	0%	-1.1
17	-12%	-13%	-2%	3.0
18	0%	-3%	0%	-0.4
19	-9%	-16%	-2%	-1.8
20	-3%	-16%	1%	1.1

Remaining list, next part
No.	smiles	EPAC2 antagonist	PLK1 PBD inh	PI5P4K alpha inh	EPAC1 ag
21	COC(=O)CNC(=O)C1Cc2ccccc2CN1S(=O)(=O)c1cccs1 (stereo not given)	6%	1%	-5	-7%
22	CCOc1ncccc1C(=O)OCC(=O)c1ccc(C)c(C)c1	11%	7%	3	1%
23	CCC(C)(C)NC(=O)CN(C(=O)c1snc(C(N)=O)c1N)c1ccc(OC)c(OC)c1	5%	-3%	-6	-1%
24	Cn1[nH]c(CSc2ccc(Cl)cc2)cc1=O	-1%	-9%	4	8%
25	Cc1csc(=O)n1CC(=O)OCC(=O)Nc1ccc(Cl)cc1F	0%	-7%	0	5%
26	Cn1c(SCC(=O)Nc2cccnc2)nnc1-c1ccccc1F	3%	-9%	-8	14%
27	CC(=O)NC(Cc1cccc(F)c1)C(=O)NC1CCN(c2nnnn2-c2ccccc2)CC1 (stereo not given)	1%	-3%	1	-4%
28	CCNCCNc1ccc(Cl)cc1[N+](=O)[O-]	3%	-1%	4	-5%
29	c1ccc(-n2ncc(-c3nn[nH]n3)n2)cc1	9%	-4%	1	-3%
30	Cc1cc2nc(C(C)(C)C)c(Cc3cccc(F)c3)n2c(C)c1Br	-15%	3%	21	2%

No.	WRN helicase inh	EPAC1 antagonist	MmCpn inh	CCT modulator
21	-4%[11.6 µM]	-6%	-2%	0.5
22	3%	2%	4%	-1.1
23	9%	12%	-1%	-1.2
24	-7%	-3%	-1%	-2.9
25	-1%	5%	-1%	0.5
26	-1%	7%	2%	1.8
27	-9%	-6%	-4%	0.3
28	-3%	7%	/	3.1
29	-30%	9%	1%	-0.3
30	-3%	0%	/	1.0

An excerpt from above in order of length of the SMILES, rising.
No.	smiles	EPAC2 antagonist	PLK1 PBD inh	PI5P4K alpha inh	EPAC1 ag
10	O=C(CCc1nc2ccccc2s1)NC1CCOC1=O (stereo not given)	2%	24µM*	?	21%
16	Clc1ccc(-c2noc(CCCOc3ccccc3)n2)cc1	-4%	2%	/	9%
25	Cc1csc(=O)n1CC(=O)OCC(=O)Nc1ccc(Cl)cc1F	0%	-7%	0	5%
4	CCOc1ccc(S(=O)(=O)N(CC(=O)O)c2ccccc2)cc1	7%	4%	/	3%

No.	WRN helicase inh	EPAC1 antagonist	MmCpn inh	CCT modulator
10	-7%	0%	0%	-1.3
16	-7%	13%	0%	-1.1
25	-1%	5%	-1%	0.5
4	2%	14%	0%	-1.2

Following part.
No.	smiles	EPAC2 antagonist	PLK1 PBD inh	PI5P4K alpha inh	EPAC1 ag
31	O=C(O)C1C2C=CC(C2)C1C(=O)NCc1cccs1 (stereo not given)	16%	-12%	-2	10%
32	CCN(CC)C(=O)[C@H]1CC(CC(=O)NC(C)(C)C)C(=O)N2CCc3c([nH]c4ccc(OC)cc34)[C@]12C (stereo not given in full)	5%	-9%	0	10%
33	Cc1c(N=NC2=C(O)CCCC2=O)c(=O)n(-c2ccccc2)n1C	6%	2%	3	6%
34	CCOCCCNC(=O)c1cn(CC)c2ccc(S(=O)(=O)N3CCOCC3)cc2c1=O	9%	-4%	-1	5%
35	CC/C(=N\NC(=O)c1nnn(-c2nonc2N)c1-c1cccc(OC)c1)c1ccc(C)cc1	-13%	-5%	0	8%
36	Cc1ccc(OCC(=O)N(Cc2ccco2)c2c(N)n(Cc3ccccc3)c(=O)[nH]c2=O)cc1C	0%	3%	-3	0%
37	O=C(Nc1nnc(COc2ccc(Cl)cc2)s1)c1ccco1	6%	2.7µM*	?	8%
38	Cc1ccc2c(c1)N(CC(=O)NC1CCC(C)CC1)C(=O)c1cccnc1O2 (stereo not given)	2%	-9%	7	3%
39	COC(=O)c1ccccc1NC(=O)C1CC=CCC1C(=O)O (stereo not given)	-2%	-9%	-5	-1%
40	N#Cc1c(N2CCOCC2)nc(-c2ccco2)c2c1CCCC2	-11%	-25%	-29	1%

No.	WRN helicase inh	EPAC1 antagonist	MmCpn inh	CCT modulator
31	-5%	-12%	-2%	-1.4
32	-9%	1%	-5%	0.4
33	-3%	-15%	-2%	-5.3
34	1%	-15%	0%	0.2
35	-8%	-9%	1%	2.1
36	-4%	-4%	0%	0.9
37	-33%	-1%	0%	-1.3
38	-5%	4%	-1%	-3.3
39	-13%	1%	2%	-1.1
40	-23%	-21%	-1%	-0.6

Later entries
No.	smiles	EPAC2 antagonist	PLK1 PBD inh	PI5P4K alpha inh	EPAC1 ag
41	O=C1NC2(Nc3ccccc31)C(=O)Nc1ccc(Br)cc12 (stereo not given)	18%	-10%	-11	-9%
42	CCCn1nc(NC(=O)c2cccs2)c2cc3cc(OC)ccc3nc21	-1%	5%	-1	11%
43	C=CCOc1ccccc1CN1CCC(Cc2ccccc2)CC1	0%	5%	1	1%
44	CC1COc2ccccc2N1C(=O)c1ccccc1Cl (stereo not given)	-24%	-26%	3	4%
45	Cc1ccc(C(=O)N2CCN(c3ccc(NC(=O)c4ccc5c(c4)OCCO5)cc3)CC2)cc1	1%	4%	2	-8%
46	Cc1ccc(CN2CCC2(C)C(=O)NC2CCc3ccccc32)cc1 (stereo not given)	-17%	2%	12	-3%
47	COC(=O)c1c(S(=O)(=O)NCc2ccccc2)sc(C(=O)O)c1C	-6%	-2%	-4	0%
48	CC(=O)Nc1ccc(-c2cc(C(=O)O)c3ccc(C)cc3n2)cc1	-11%	-12%	-11	8%
49	CCC1CCCCN1CCCNC(=O)c1ccc(N2CCCC2=O)cc1 (stereo not given)	3%	-7%	9	18%
50	CN(C)CCCCOc1ccc(Br)cc1Cl	12%	-2%	15	2%
51	OC(COc1ccccc1)CN1CCN(C(c2ccccc2)c2ccccc2)CC1 (stereo not given)	-5%	-13%	-1	8%
52	C#CCSc1nsc(SCC#C)c1C#N	3%	?	/	-4%
53	COc1cc(NC(=O)c2ncn[nH]2)cc(OC)c1OC	6%	4%	-23	1%

No.	WRN helicase inh	EPAC1 antagonist	MmCpn inh	CCT modulator
41	1%	8%	2%	-1.5
42	-13%	-2%	-8%	0.4
43	-2%	3%	1%	-0.8
44	3%	-22%	2%	-0.6
45	7%	-21%	-1%	0.6
46	0%	-7%	/	1.6
47	0%	-8%	0%	-1.7
48	1%	9%	-3%	0.7
49	-7%	-24%	4%	1.4
50	3%	0%	-6%	-59*
51	-2%	-17%	0%	-0.9
52	50µM*	?	-2%	0.7
53	-7%	2%	2%	3.0

The list is partial. The share of hits here may be higher or lower than overall.
